Giardia FBPA inh: blocks Giardia fructose-bisphosphate aldolase activity; Potency, µM (highest dose often 59.6 µM), for the others: top-dose activity, negative = inhibition, most hits filed as inhibitors; AID 2451; A8B2U2; purified Giardia FBPA; hit rate 0.71% among 290,000; note: potency is the fitted concentration of half-maximal effect; % is set by controls: 0 for no effect and ±100 for the full control effect; nearly all actives have a fitted effect of over 55% in size
Target sequence (A8B2U2 whole entry, looked up): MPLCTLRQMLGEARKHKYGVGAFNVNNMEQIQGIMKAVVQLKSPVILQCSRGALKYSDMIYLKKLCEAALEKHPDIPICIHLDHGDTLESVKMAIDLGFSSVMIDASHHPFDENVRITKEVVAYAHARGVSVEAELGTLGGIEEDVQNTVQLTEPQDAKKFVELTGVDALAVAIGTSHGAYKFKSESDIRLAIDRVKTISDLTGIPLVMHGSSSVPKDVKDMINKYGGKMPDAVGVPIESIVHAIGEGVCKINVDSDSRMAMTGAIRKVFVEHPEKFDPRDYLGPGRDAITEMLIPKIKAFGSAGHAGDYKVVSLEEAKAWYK
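Giardia FBPA (40 nM reagent) was preincubated 10 min at RT with compound (up to 57.5 uM final), then substrate plus GAPDH/TPI/NAD/arsenate coupling system with diaphorase/resazurin was added; resorufin fluorescence (525/598 nm) was read after 20 min.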
AmpC no deterg: AmpC beta-lactamase inhibition without detergent; P00811; AmpC nitrocefin hydrolysis, absorbance 480 nm, 0.0001% Triton; Potency, µM (doses to about 57.1 µM), without a hit: at the highest dose activity change, negative = inhibition, hits mostly inhibitors; hit rate 0.52% among 330,000; AID 485341;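 note: potency is the fitted concentration of half-maximal effect; plate controls were no compound for no effect and no enzyme for full effect; nearly all actives have a fitted effect of over 20% in size; some results filed as inactive show a strong effect at the top dose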
Target sequence (P00811 whole entry, looked up): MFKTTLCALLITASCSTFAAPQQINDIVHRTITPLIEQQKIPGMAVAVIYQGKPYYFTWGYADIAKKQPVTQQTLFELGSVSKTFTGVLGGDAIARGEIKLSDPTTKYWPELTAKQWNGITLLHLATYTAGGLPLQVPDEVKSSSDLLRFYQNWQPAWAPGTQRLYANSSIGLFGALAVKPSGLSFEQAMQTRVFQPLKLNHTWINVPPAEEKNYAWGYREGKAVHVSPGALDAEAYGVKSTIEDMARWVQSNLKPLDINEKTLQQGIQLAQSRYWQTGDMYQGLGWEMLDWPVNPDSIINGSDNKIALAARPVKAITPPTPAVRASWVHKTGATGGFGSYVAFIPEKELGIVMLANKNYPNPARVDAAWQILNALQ
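20 mM phosphate pH 7.0 + 0.01% (detergent screen) or 0.0001% Triton X-100; 5.3 nM AmpC reagent; cpd preinc 15 min RT; nitrocefin (800 uM stock) to start; A480 q20 s × 4 min; Activity was normalised to no-enzyme and no-compound control wells.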
AMA1-RON2 inh: disrupts binding of P. falciparum AMA1 to RON2. AlphaScreen AMA1-biotinylated RON2 peptide binding. Potency, µM (series often up to 58.2 µM), for inactives: top-dose activity change, negative = inhibition, most hits filed as inhibitors. hit rate 0.2% among 360,000. AID 720542;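 note: potency is the fitted concentration of half-maximal effect; 0% = vehicle wells and -100% = peptide control; nearly all actives have a fitted effect of over 45% in size; some results filed as inactive show a strong effect at the top dose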
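AMA1 (3D7) with his tag at 25 nM final met compounds first, then biotinylated RON2 peptide at 25 nM; detection used donor plus acceptor beads, 10 µg/mL apiece, read by AlphaScreen after 30 min at room temperature.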
HCMV inh: blocks human cytomegalovirus replication | HFF cells, HCMV-luciferase reporter, 72 h; stronger effect = lower value | AID 1259415 | hit rate 4.5% among 410,000 | activity change, negative = inhibition, % at 57.5 µM; in the data active = activity change below about -60%; inconclusive = no clear call, values can overlap the other calls; inactive = above about -39%; note: % is set by controls: 0 for no effect and ±100 for the full control effect
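Luciferase read-out from HCMV-luciferase-infected HFFs (MOI 1 PFU/cell) 72 h post infection at 37C; compounds added after 16 h cell attachment; activity normalized between buffer-only basal and Salinomycin (10uM) inhibitor controls.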
AmpC detergent: AmpC beta-lactamase inhibition with detergent present; AmpC hydrolysis of nitrocefin, absorbance 480 nm, 0.01% Triton; AID 485294; Potency, µM (titrated, usually from 114 µM), for the others: top-dose activity change, negative = inhibition, hits mostly inhibitors; hit rate 0.041% among 370,000;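 note: potency is the fitted concentration of half-maximal effect; 0% = no-compound wells and -100% = no-enzyme wells; nearly all actives have a fitted effect of over 25% in size; some results filed as inactive show a strong effect at the top dose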
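20 mM phosphate pH 7.0 + 0.01% (detergent screen) or 0.0001% Triton X-100; 5.3 nM AmpC reagent; cpd preinc 15 min RT; nitrocefin (800 uM stock) to start; A480 q20 s × 4 min; Activity was normalised to no-enzyme and no-compound control wells.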
Shiga inhibitor: blocks Shiga toxin action in Vero cells; AID 2315; hit rate 9.2% among 290,000; Vero cells, Shiga toxin protein synthesis inhibition reporter; inhibition, % at 38.7 µM; in the data active = inhibition mostly above about 28%, no sharp cut-off; inactive = mostly below about 43%; note: 0% is about no effect
Cycloheximide cs: counter-screen hit for Shiga toxin inhibitors, cycloheximide; max response, %; hit rate 12% among 300,000; cell reporter, cycloheximide protein synthesis inhibition counterscreen; in the data active = max response mostly above about 13%, no sharp cut-off; inactive = mostly below about 14%; note: read at 38.3 µM for the half of the compounds with a filed dose; 0% is about no effect
Numbers without * were called inactive; ? = inconclusive; / = no result given; & = joins results of further samples; [ ] = dose if it differs, or a comment. Unless noted, calls come from the whole dose curve; as a rule, active = well fitted curve in the direction sought with a large enough effect; inconclusive = small, poorly fitted or top-dose-only effect, or another doubt; inactive = no such curve, though single readings can be large; an effect the other way counts as inactive or inconclusive.

Order of results – Giardia FBPA inh | Shiga inhibitor | AMA1-RON2 inh | HCMV inh | Cycloheximide cs | AmpC no deterg | AmpC detergent
1. CC(=O)Nc1ccc(Nc2cc(C)nc(Nc3ccc(NC(C)=O)cc3)n2)cc1
    / | / | -4% | -27 | / | 3% | 4%
2. COc1ccccc1-c1nnc(SCC(=O)Nc2ccc(S(N)(=O)=O)cc2)n1N
    2% | -9 | 10% | -9 | -3 | 0% | -3%
3. COc1cc(Br)cc(/C=N/N(CCO)C2=NS(=O)(=O)c3ccccc32)c1OC
    4% | 13 | -4% | 58 | -5 | 129%[activator] | -2%
4. Cc1ccc(NC(=O)CCn2c(=O)oc3ccccc32)c(C)c1
    9% | -11 | -11% | -19 | 2 | -11% | 2%
5. COc1ccc(CNC(=O)CNS(=O)(=O)c2cccs2)cc1
    -8% | -6 | 7% | -2 | 1 | -19% | ?
6. CCOc1ccc(S(=O)(=O)c2c(C(=O)c3ccccc3)cnc3cc4c(cc23)OCCO4)cc1
    1% | 7 | -20% | -76* | -2 | -11% | -1%
7. NS(=O)(=O)c1cccc(NC(=O)COc2ccc([N+](=O)[O-])cc2)c1
    -1% | 11 | 4% | ? | -2 | -33% | -8%
8. Cc1ccc(C(=O)Nc2ccc(N3CCCC3)cc2)c(C)c1
    ? | 41 | -14% | ? | 15* | 23% | -8%
9. Oc1ccc(/C=N/NC(=S)NC2CC3CCC2C3)cc1 (stereo not given)
    0% | 37 | 51%[activator] | 31 | 17* | -55% | 1%
10. CNCCc1ccc(O)c(O)c1
    -7% | / | 7.1µM* | 53 | / | / | /
11. O=C(Nc1nnc(C2=COCCO2)o1)c1ccc(S(=O)(=O)N2CCOCC2)cc1
    20µM* | -4 | 63%[activator] | 58 | -2 | -22% | -1%
12. O=C(Nc1ccc(F)cc1)C(c1ccccc1)N1CCN(C(=O)c2ccco2)CC1 (stereo not given)
    -1% | 16 | -4% | -4 | 31 | 32% | 3%
13. O=C(COC(=O)Cc1ccccc1[N+](=O)[O-])Nc1nnc(-c2ccccc2)o1
    / | / | 59%[activator] | 18 | / | -19% | ?
14. Cc1ccc(NC(=O)COC(=O)/C=C/c2cccc(Cl)c2)cc1S(=O)(=O)N1CCOCC1
    2% | -1 | 2% | 14 | 6 | -7% | -1%
15. CCCCn1nc(C(=O)N2CCc3ccccc32)c2ccccc2c1=O
    -5% | -10 | -5% | 23 | 1 | 56% | -8%
16. N#Cc1c(N)nc(N2CCCC2)c(C#N)c1-c1ccc(Cl)cc1
    0% | -6 | 2% | -7 | -1 | -40% | -9%
17. Cc1cc(-c2c(C)[nH]n(-c3ccc(Cl)cc3)c2=O)n(-c2ccc(Cl)cc2)n1
    4% | 14 | -20% | -10 | 8 | -59% | -4%
18. CCOC(=O)c1cn2nc(Oc3ccc(NC(C)=O)cc3)ccc2n1
    2% | 59* | 25% | 2 | 25* | -9% | -4%
19. COCCCNc1nnc(Cc2ccccc2)c2ccccc12
    4% | 3 | 8% | -27 | 8 | 46% | 9%
20. Clc1ccccc1Cc1noc(CN2CCN(Cc3ccccn3)CC2)n1
    -14% | -3 | 34%[activator] | -6 | -1 | 39% | -1%
21. O=S(=O)(CCc1nnc(-c2ccc(Br)cc2)o1)c1ccc(Cl)cc1
    5% | -14 | -2% | ? | -7 | -15% | -6%
22. Oc1ccc(N2CCN(Cc3nc4ccccc4[nH]3)CC2)cc1
    -15% | 3 | 15% | -16 | -5 | -4% | -3%
23. COc1ccc(C(=O)N2CCN(c3ccccn3)CC2)cc1[N+](=O)[O-]
    5% | 23 | -4% | -80* | -5 | -6%[2.29 µM] | ?
24. COc1ccc(C(=O)NC(=S)Nc2ccc(Cl)c(C(=O)O)c2)cc1
    6% | 12 | 1% | -20 | 6 | -19% | 3%
25. CCCCCCN=C(C)c1c(O)n(Cc2ccccc2)c(=O)[nH]c1=O
    8% | -11 | -8% | -32 | 6 | -29% | -7%
26. N#C/C(=C\c1ccccn1)c1ccccn1
    0% | 61* | 0% | -74* | 33* | -12% | 3%
27. CCOc1ccccc1C(=O)NCc1ccco1
    0% | 18 | -13% | 6 | 1 | -35% | ?
28. CCOc1cc2[nH]c(=O)n(Cc3ccc(C(=O)NCCCN4CCCC4=O)cc3)c(=O)c2cc1OCC
    0% | 11 | 4% | -27 | 3 | 63%[activator] | 4%
29. CC1(OC(=O)c2cccs2)C(=O)C=C2C=C(C3CC3)OC=C2C1=O (stereo not given)
    -4%&-8% | / | 9% | ? | / | / | /
30. COC(=O)c1c(NC(=O)c2ccccc2)sc(Cc2ccccc2)c1C
    3% | -5 | 8% | -62* | 2 | -18% | -6%

(listing goes on)
Order of results – Giardia FBPA inh | Shiga inhibitor | AMA1-RON2 inh | HCMV inh | Cycloheximide cs | AmpC no deterg | AmpC detergent
31. CCN(CC)S(=O)(=O)c1ccc2c(c1)N(CC(=O)NCCN1CCOCC1)C(=O)CO2
    / | -7 | 13% | ? | -5 | -8% | -4%
32. CCCCOC(=O)C1=C(N)OC2=C(C(=O)CCC2)[C@]12C(=O)N(C)c1ccccc12
    1% | 10 | 8% | 39 | 2 | 59% | 6%
33. Cc1c(C(=O)NNC(=O)Nc2ccc([N+](=O)[O-])cc2)oc2ccccc12
    10% | 18 | 113%[activator] | -11 | -1 | -39% | 0%
34. COc1ccc(N(CC(=O)Nc2ccc(C)c(C)c2)C2=NC3CS(=O)(=O)CC3S2)cc1 (stereo not given)
    3% | -6 | 10% | -13 | -2 | -5% | -2%
35. O=C(Nc1ccc2c(c1)OCCO2)c1cc(F)c(F)cc1Cl
    -15% | 72* | -1% | 71 | 37* | -28% | 2%
36. CCOC(=O)Cc1csc(SCC(=O)NC2CCCCC2)n1
    4% | 19 | 0% | -15 | -1 | -2% | 2%
37. CC1(C)Cc2nc3sc4c(SCC(=O)O)ncnc4c3cc2CO1
    7% | -7 | -7% | 0 | 2 | -24% | -3%
38. O=C(N/N=C/c1cccc(OCc2ccccc2)c1)c1cccs1
    -11% | 75* | 3% | 72 | 30* | -5% | 0%
39. O=C(COc1ccc2ccccc2c1Br)N1CCCC1
    / | 35 | 1% | 19 | 42* | 53% | -3%
40. Cc1ccccc1C(=O)N1CCN(c2ccc(NC(=S)NC(=O)c3cccs3)cc2)CC1
    0% | -6 | 37%[activator] | -13 | 13 | 57% | 0%
41. CS(=O)(=O)N(CC(=O)O)c1ccc2c(c1)OCO2
    2% | -2 | 8% | 5 | 1 | ? | -5%
42. O=C(Nc1ccc(Cl)cc1F)c1ccc2c(c1)C(=O)N(Cc1ccncc1)C2=O
    / | / | 0% | 69 | / | -5% | /
43. COc1ccc(C(=O)Nc2cccnc2)cc1S(=O)(=O)N1CCOCC1
    2% | -7 | 5% | 9 | -5 | -16% | 4%
44. O=C(NCC(c1cccs1)N1CCOCC1)c1cc(Cl)ccc1[N+](=O)[O-] (stereo not given)
    / | / | -19% | -16 | / | -6% | -7%
45. COC(=O)C1=C(C)NC(=O)CC1c1cc2c(cc1Br)OCO2 (stereo not given)
    1% | -9 | 6% | 7 | -2 | -13% | -10%
46. COc1ccccc1C(=O)NCCC(=O)N1CCCCCCC1
    / | / | 20% | -24 | / | -4% | 0%
47. C/C(=N/NC(N)=S)c1ccccc1[N+](=O)[O-]
    ? | -13 | 140%[activator] | 25 | -2 | -16% | -1%
48. CN(C(=O)CSc1nnc(N)s1)c1c(N)n(Cc2ccccc2)c(=O)[nH]c1=O
    -2% | -8 | 4% | -8 | -2 | -7% | 7%
49. CN(C(=O)CS(=O)(=O)c1cn(CC(=O)N2CCOCC2)c2ccccc12)c1ccccc1
    -28% | 29 | 5% | -21 | -4 | 1% | 6%
50. CC(C)COC(=O)/C(C#N)=C/c1c[nH]c2ccccc12
    0% | 43 | -5% | -17 | 18* | -21% | 0%
51. Cc1ccccc1Oc1ccc(Oc2ccccc2C)nn1
    5% | 116* | -5% | -8 | 31* | -7% | -7%
52. COc1ccc(CN2CCC(CO)(Cc3ccccc3C(F)(F)F)CC2)c(F)c1
    1% | -2 | 2% | 45 | 2 | 42% | 7%
53. Clc1ccc(NCc2ccsc2)cc1
    ? | 27* | / | / | 13* | -32% | -8%
54. c1ccc2[nH]c(NCCN3CCOCC3)nc2c1
    -20% | 35 | 18% | 69 | 29 | / | 4%
55. COc1cc(C(=O)NNC(=O)CCOc2cccc(Br)c2)cc(OC)c1OC
    / | / | 76%[activator] | 7 | / | 38% | 4%
56. CCOc1ccc(NC(=O)CCNC(=O)N2C[C@H]3C[C@@H](C2)c2cccc(=O)n2C3)cc1
    1% | -3 | -2% | 11 | -2 | -24% | ?
57. O=c1c2ccccc2c2c(O)nc(-c3ccccc3)n2n1Cc1ccccc1
    2% | -19 | -7% | -2 | 1 | -15% | 0%
58. COc1ccccc1N=Cc1nc(-c2ccccc2)oc1OC(C)=O
    -19% | 11 | -8% | 87 | 8 | -27% | 2%
59. COC(=O)Cc1csc(N)n1
    -18%&-1% | 22&4 | -25%&5% | 23&0 | -1&4 | -20%&-4% | ?
60. O=C1C(Nc2ccccc2)=CC(c2ccc(O)cc2)N1c1ccccc1 (stereo not given)
    -11% | 45* | 15% | 5 | 28* | -41% | -5%

Next section:
Order of results – Giardia FBPA inh | Shiga inhibitor | AMA1-RON2 inh | HCMV inh | Cycloheximide cs | AmpC no deterg | AmpC detergent
61. O=C(c1ccc([N+](=O)[O-])cc1)n1nc(-c2ccccc2)nc1NCc1ccccc1
    -1% | 69* | 0% | -7 | 47* | -23% | -1%
62. CC(O)CNc1nc2sc3c(c2c(=O)n1CCc1ccccc1)CCCCC3 (stereo not given)
    -10% | 29 | -12% | -28 | 18* | 33% | ?
63. CC(CCc1ccccc1)NC(=O)C1CCN(S(=O)(=O)c2cnc[nH]2)CC1 (stereo not given)
    2% | -8 | -12% | 10 | -1 | -7% | 0%
64. COc1cccc(C(=O)Nc2ccc3nc(N4CCN(c5ncccn5)CC4)cc(C)c3c2)c1OC
    -5% | -2 | / | / | 14* | 100%[activator] | -6%
65. CCCCNC(=O)COC(=O)c1c2c(nc3ccccc13)CCC2
    1% | 23 | -24% | 0 | -3 | -35% | -7%
66. COc1cc(-c2cc(C(=O)Nc3ccc(S(=O)(=O)Nc4ncccn4)cc3)c3ccccc3n2)cc(OC)c1OC
    -2% | 9 | 5% | -25 | 5 | -6% | 5%
67. COC(=O)c1ccccc1S(=O)(=O)N1CCC(NC(=O)c2ccccc2)CC1
    6% | -4 | 4% | 16 | -1 | -14% | 4%
68. COC(=O)c1[nH]c2c(c1C)C(=O)CCC2
    -2% | 23 | 5% | 4 | 11 | -21% | -10%

Individual results from above.
`COc1cccc(C(=O)Nc2ccc3nc(N4CCN(c5ncccn5)CC4)cc(C)c3c2)c1OC` in AmpC no deterg → 100%[activator]
`CC(O)CNc1nc2sc3c(c2c(=O)n1CCc1ccccc1)CCCCC3` (stereo not given) in AmpC no deterg → 33%

Compound activity deposited in PubChem by National Center for Advancing Translational Sciences (NCATS).
